High-throughput results (PubChem BioAssay)
HPDE-C7K KRASV12: cytotoxicity in KRAS-transformed pancreatic duct cells, primary screen, cell-based, fluorescence, HTS (AID 431). HPDE-C7K KRASV12 cells, Alamar Blue viability, 48 h; higher % means a stronger effect. cytotoxicity, % at 10 µM, or EC50 in µM where a hit was titrated. actives 1.7% (n = 63,000);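 active = compounds whose percent cytotoxicity in the single-dose primary screen, scaled between solvent and toxic-drug controls, exceeds 50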;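 also: 0% = DMSO solvent wells and 100% = doxorubicin-treated wells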
Spn MK inh: S. pneumoniae MK inhibitors, primary screen, biochemical, PK/LDH-coupled NADH absorbance; mevalonate kinase [Streptococcus pneumoniae D39]; purified MK, PK/LDH-coupled NADH absorbance 340 nm; inhibition, % at 10 µM; actives 0.48% (n = 65,000);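 active = ranked among the strongest by inhibition in the single 10 µM screen, a fixed top-ranked set picked for dose follow-up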; also: no value below 0 was filed
TNAP inhibition: human TNAP enzyme inhibitors, biochemical, luminescent (AID 518); Alkaline phosphatase, tissue-nonspecific isozyme (Homo sapiens); purified TNAP enzyme, luminescent substrate readout; higher % means a stronger effect; one-dose inhibition, % at 20 µM; IC50 in µM for titrated hits; actives 0.09% (n = 64,000); in the data active = a potency from the dose series; inactive = the rest, 99 in 100 with inhibition below about 22%;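 also: plate controls were vehicle for no effect and reference inhibitor for full effect; many of its hits are not listed in these tables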
Bfl-1 inhibitors: Bfl-1 inhibitors, primary screen, biochemical, fluorescence polarization, FITC-Bid, mouse (AID 432); actives 0.02% (n = 64,000); FITC-Bid BH3 peptide fluorescence polarization displacement; higher % means a stronger effect; one-dose displacement, % at 20 µM; IC50 in µM for titrated hits; in the data active = a potency from the dose series; inactive = the rest, 99 in 100 with displacement below about 15%; also: strong numbers were not always called active
HT1080 viability: cytotoxicity in HT1080 fibrosarcoma cells, cell-based, fluorescence readout (AID 620); cytotoxicity, % at 10 µM; hits with a dose series show EC50 in µM; actives 0.42% (n = 87,000); HT1080 viability, fluorescence; higher % means a stronger effect;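 also: cells exposed to compound overnight then 4 h with Alamar Blue; 0% = vehicle DMSO and 100% = killing control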
LYP phosphatase: LYP phosphatase inhibitors, primary screen, biochemical, DiFMUP fluorescence, recombinant catalytic domain, 10 µM (AID 606). 52,000 tested, under 10 active. Tyrosine-protein phosphatase non-receptor type 22 (Homo sapiens). one-dose inhibition, % at 10 µM; IC50 in µM for titrated hits. recombinant LYP catalytic domain, DiFMUP fluorescence; higher % means a stronger effect;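 active = IC50 under 40 µM in the dose-response test; inactive = IC50 of 40 µM or more, or never dose-tested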
DPM-DC inhibit: S. pneumoniae DPM-DC inhibitors, primary screen, biochemical, PK/LDH-coupled NADH fluorescence | diphosphomevalonate decarboxylase (Streptococcus pneumoniae D39) | purified DPM-DC | calls only at 10 µM | actives 0.49% (n = 65,000) | AID 556, 2006;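 active = the 320 compounds with the highest percent inhibition in the single-dose primary screen, excluding strongly autofluorescent ones, cut at about 32% in these data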;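 also: kinetic rate of NADH fluorescence loss reporting ADP formed by the decarboxylase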
Spn PMK inh: S. pneumoniae PMK inhibitors, primary screen, biochemical, mevalonate pathway, pilot trial included. phosphomevalonate kinase (Streptococcus pneumoniae D39). purified PMK, PK/LDH-coupled NADH absorbance 340 nm. inhibition, % at 10 µM. actives 0.49% (n = 65,000);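 active = top-ranked compounds by inhibition in the single 10 µM screen, taking a fixed number of the strongest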;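 also: 0% = full reaction with DMSO carrier and 100% = background rate without enzyme reaction; no value below 0 was filed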
HPDE-C7 cytotoxicity: cytotoxicity in HPDE-C7 cells, cell-based, fluorescence, HTS (AID 430) | HPDE-C7 pancreatic duct cells viability, fluorescence; higher % means a stronger effect | one-dose cytotoxicity, % at 10 µM; EC50 in µM for titrated hits | actives 1.8% (n = 63,000);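 also: cells exposed to compound for 48 hours before viability readout; 0% = vehicle and 100% = reference cytotoxic drug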
Spn PMK inh pilot replicates: further read-out of Spn PMK inh, marked with its call; inhibition, %; measured here: pilot screen replicates
Spn MK inh pilot replicates: also measured in Spn MK inh; calls as there; inhibition, %; measured here: pilot screen replicates
DPM-DC inhibit pilot screen %: recorded beside DPM-DC inhibit, whose call it bears; inhibition, %; measured here: pilot screen trials
Active calls of the source: *; i = inactive; / = no result given. Rule as the data show it, unless noted: active = cytotoxicity above about 50%; inactive = the rest.

SMILES | HPDE-C7K KRASV12 | Spn MK inh | TNAP inhibition | Bfl-1 inhibitors | HT1080 viability | LYP phosphatase | DPM-DC inhibit | Spn PMK inh | HPDE-C7 cytotoxicity | others
O=C1CCC(=O)N1c1nc2nc(-c3ccccc3)cc(-c3ccccc3)n2n1 | 5.0% | 14.0 | 1.6% | -4.2% | 29.8% | -2.2% | i | 4.0 | -6.0%
O=C(CN(C(=O)Cn1nnc(-c2cccs2)n1)c1cnc2ccccc2c1)NCC1CCCO1 (stereo not drawn) | -3.6% | 2.0 | -5.3% | -3.4% | 16.0% | 4.6% | i | 4.0 | -0.9%
Cn1c(N2CCOCC2)nc2c1c(=O)n(Cc1ccc(Cl)c(Cl)c1)c(=O)n2C | 25.0% | / | 13.2% | 2.5% | -1.7% | / | i | 6.0 | 22.0%
COCCNc1oc(-c2ccc(C)cc2)nc1C#N | 6.3% | 0.0 | 8.6% | -4.0% | -8.5% | 0.6% | / | 7.0 | -5.2% | Spn PMK inh pilot replicates=5.5;Spn MK inh pilot replicates=2.5
COc1ccc(OC)c(N=c2oc3cc(O)ccc3cc2C(N)=O)c1 | 9.8% | 9.0 | 9.0% | 17.0% | -4.5% | 8.2% | / | 4.0 | -3.3%
CC(CCc1ccccc1)C(=O)NO (stereo not drawn) | 2.0% | 7.0 | 4.8% | 6.2% | 8.9% | / | i | 15.0 | -6.1%
O=C(NCc1ccc2c(c1)OCO2)C1CCN(S(=O)(=O)c2ccc(Br)s2)CC1 | -19.3% | 0.0 | 1.9% | -0.3% | / | 5.1% | i | 15.0 | -24.5%
COc1ccc(CNC(=O)C2CCN(C(=O)N3CCOc4ccc(C)cc43)CC2)cc1 | -18.7% | 5.0 | -0.6% | 1.6% | 1.4% | -12.8% | i | 10.0 | -7.9%
CCC(C)(C)NC(=O)C(c1cccn1C)N(Cc1ccc(C)cc1)C(=O)Cn1nnc2ccccc21 (stereo not drawn) | -10.7% | 0.0 | 3.5% | 1.7% | 3.3% | / | i | 6.0 | -16.8%
Cc1c(C(O)CN2CCC(C(N)=O)CC2)c2ccccc2n1C (stereo not drawn) | -1.6% | 9.0 | 4.2% | -5.8% | -3.8% | / | i | 4.0 | -12.5%
CCOC(=O)CC(=O)CSc1nc2c(c(C)c1C#N)CCC2 | 38.7% | 0.0 | 9.2% | 0.3% | 2.2% | / | i | 16.0 | 52.6%*
CC(C)OC(=O)CCNc1n[nH]c(=O)[nH]c1=O | -13.7% | 12.0 | 7.5% | 0.4% | 20.0% | -11.5% | i | 1.0 | 1.1%
CC(C)(C)c1cc(C(=O)O)nn1-c1ccccc1 | 7.1% | 8.0 | 5.4% | -0.7% | 0.4% | -0.4% | i | 0.0 | -0.6% | Spn PMK inh pilot replicates=3.0;Spn MK inh pilot replicates=3.0;DPM-DC inhibit pilot screen %=0.0
NC(=O)c1sc2nc3c(c(-c4cccs4)c2c1N)CCCC3 | -27.2% | 8.0 | 1.0% | -9.0% | 0.5% | -3.4% | i | 0.0 | -17.8%
Cc1n[nH]c(C)c1S(=O)(=O)N1CCCC(C(=O)Nc2ccc3c(c2)OCCO3)C1 (stereo not drawn) | -4.3% | 3.0 | 19.3% | -0.8% | 5.6% | / | i | 14.0 | -17.1%
Cc1ccccc1C(=O)Nc1ccc2c(c1)OCO2 | -0.7% | 11.0 | 3.7% | -4.0% | -4.0% | / | i | 3.0 | -5.8%
CN(C)c1ccc(-c2nc3ccccc3n2C)cc1 | 2.0% | 0.0 | 7.0% | -2.6% | 32.6% | -1.1% | / | 25.0* | -4.0%
CCCCNC(=O)c1ccc(NS(=O)(=O)c2ccccc2)cc1 | 6.4% | 4.0 | 3.6% | 2.3% | -3.1% | -1.1% | i | 0.0 | 3.6%
O=C(NCc1ccccn1)Nc1ccc(F)cc1 | -11.9% | 5.0 | 4.4% | -0.4% | / | 0.2% | i | 5.0 | -8.2%
Cc1noc(C)c1C(=O)Nc1sc2c(c1C(N)=O)CCCCC2 | -10.1% | 3.0 | 9.4% | -6.2% | -2.8% | 18.0% | i | 14.0 | -19.9%
COc1ccc(NC(=O)Nc2cccc(OC)c2)cc1 | -8.9% | 6.0 | 10.5% | -5.2% | -4.2% | / | i | 0.0 | -14.6%
Cc1ncc([N+](=O)[O-])n1CC(O)CCl (stereo not drawn) | -6.9% | 2.0 | 9.1% | -1.5% | 8.3% | 15.4% | i | 5.0 | 5.0% | Spn PMK inh pilot replicates=0.0;Spn MK inh pilot replicates=4.0;DPM-DC inhibit pilot screen %=0.0
COc1cccc(CNC(=O)CN(c2cc(C)cc(C)c2)S(=O)(=O)c2c(C)noc2C)c1 | -3.7% | 6.0 | 3.0% | 3.3% | -6.4% | 13.2% | i | 0.0 | 0.3%
COC(=O)c1ccccc1NC(=O)CN1C(=O)c2ccccc2S1(=O)=O | -1.4% | 6.0 | 5.9% | 0.1% | -2.4% | -8.5% | i | 8.0 | -8.0%
Cc1ccc(S(=O)(=O)N2CCOCC2)cc1C(=O)Nc1nc(-c2cccnc2)cs1 | -13.6% | 2.0 | 7.8% | -0.1% | 1.7% | -6.3% | i | 12.0 | -19.8% | Spn PMK inh pilot replicates=0.0;Spn MK inh pilot replicates=0.0;DPM-DC inhibit pilot screen %=0.0
CC(C)N=C(NC#N)SCc1ccc(F)cc1 | 0.4% | 13.0 | 0.3% | -0.5% | 9.9% | / | i | 4.0 | -6.1%
CCOc1ccc(N2CC(C(=O)Nc3ccccc3OC)CC2=O)cc1 (stereo not drawn) | -1.2% | 6.0 | 10.6% | 0.4% | -1.6% | 5.2% | i | 7.0 | -2.5% | Spn PMK inh pilot replicates=1.0;Spn MK inh pilot replicates=0.5;DPM-DC inhibit pilot screen %=0.0
CCCOC1CCCN(C(=O)c2cc(Cl)c(Cl)cc2C(=O)O)C1 (stereo not drawn) | 10.5% | 9.0 | 17.7% | 6.6% | 5.0% | / | i | 8.0 | 8.8%
CCNc1nc(NCC)nc(-n2nc(C)cc2C)n1 | -9.5% | 4.0 | 5.1% | -14.8% | 3.9% | 8.0% | i | 15.0 | -15.8%
COCc1cc(=O)n2c(-c3ccccc3OC)n[nH]c2n1 | 10.5% | 5.0 | 16.4% | 0.5% | -1.8% | 10.3% | i | 0.0 | 5.2%
CC(NS(C)(=O)=O)C(c1cccs1)N1CCN(Cc2ccccc2)CC1 (stereo not drawn) | 7.7% | 8.0 | 0.2% | -0.7% | 0.7% | 0.3% | i | 1.0 | -6.3%
CCc1nn(C(C)C(=O)N2CCN(Cc3ccccc3)CC2)c(=O)c2cc3occc3n12 (stereo not drawn) | -6.4% | 0.0 | 8.9% | 1.3% | 7.8% | 13.1% | i | 24.0 | -14.9%
O=c1c2ccccc2nc2n1CCN2Cc1ccc(Cl)cc1 | -1.5% | 9.0 | 3.7% | 13.8% | 5.1% | -1.1% | / | 1.0 | -4.3%
CCOc1ccc2nc(C)cc(C(=O)O)c2c1 | -3.0% | 8.0 | 7.2% | -3.9% | -0.7% | 8.3% | / | 5.0 | 33.6%
CCCOc1ccc(C2c3c(oc4cc(C)c(C)cc4c3=O)C(=O)N2CCCN(C)C)cc1 (stereo not drawn) | -3.7% | 8.0 | 12.8% | 2.9% | 2.9% | -23.1% | i | 17.0 | -4.2%
COc1ccc(CCNC(=O)Cn2cnc3c(cnn3C(C)(C)C)c2=O)cc1OC | -9.0% | 3.0 | 1.1% | -2.4% | 2.8% | 13.5% | i | 7.0 | -5.7%
Cc1ccc(C2C(C#N)=C(N)Oc3c2oc(CO)cc3=O)o1 (stereo not drawn) | 2.5% | 8.0 | 12.5% | -1.2% | -9.1% | 9.6% | i | 2.0 | 4.7%
C=CCn1c(N)c(S(=O)(=O)c2cccs2)c2nc3ccccc3nc21 | -13.5% | 1.0 | 8.5% | 5.7% | 13.6% | 13.0% | / | 7.0 | -4.0%
c1ccc2c(-c3nc(-c4ccncc4)no3)cccc2c1 | -2.5% | 14.0 | 16.4% | -4.3% | -0.2% | 4.8% | i | 11.0 | -7.1% | Spn PMK inh pilot replicates=0.5;Spn MK inh pilot replicates=0.0;DPM-DC inhibit pilot screen %=0.0
CC(=O)c1ccc(OCC(O)CN2CCN(c3ccccn3)CC2)cc1 (stereo not drawn) | -0.3% | 6.0 | 11.3% | -0.7% | -8.9% | 2.8% | i | 3.0 | -4.4%
O=c1ccc2cc(S(=O)(=O)Nc3ccc(F)cc3)ccc2o1 | -3.7% | 13.0 | 5.0% | 3.8% | -4.1% | -3.3% | i | 7.0 | -4.8%
COc1ccc(NC(=O)CSc2nnc(CNC(=O)COc3ccc(Cl)cc3)o2)c(OC)c1 | 3.7% | 0.0 | 8.0% | 1.0% | -7.8% | 8.1% | i | 8.0 | -14.9%
COC(=O)c1ccc(CSc2nc3ccccc3c(=O)n2-c2cccc(OC)c2)o1 | -1.4% | 0.0 | 6.7% | 1.6% | -0.9% | 17.6% | i | 11.0 | 0.3%
CC(=O)Nc1cccc(NC(=O)c2oc3ccccc3c2C)c1 | -8.4% | 11.0 | 13.0% | 3.0% | / | / | i | 0.0 | -19.9% | Spn PMK inh pilot replicates=0.0;Spn MK inh pilot replicates=0.0;DPM-DC inhibit pilot screen %=0.0
O=C(O)COc1ccc2nsnc2c1Cl | -27.6% | 9.0 | 9.2% | -4.5% | -3.0% | -5.7% | / | 10.0 | -25.1%
Cc1csc(NC(=O)CCC(=O)N(CC(=O)NC2CCCC2)Cc2ccco2)n1 | 1.8% | 0.0 | 8.6% | 7.6% | 6.0% | 1.3% | i | 18.0 | 5.9%
O=C(CCCc1c[nH]c2ccccc12)N1CCN(c2ccc(N3CCOCC3)nn2)CC1 | 5.4% | 5.0 | 1.8% | -3.7% | -1.0% | -0.6% | / | 1.0 | -11.5%
CCOC(=O)c1c(=O)n(O)c2ccc(C)cc2[n+]1[O-] | / | 9.0 | 16.4% | 75.2% | 5.6% | / | i | 6.0 | /
O=C(O)C1CCCCC1C(=O)Nc1ccc(Cl)cc1 (stereo not drawn) | -2.4% | 14.0 | -3.2% | 3.3% | -11.3% | 1.9% | i | 13.0 | -2.4%
COc1cc(NC(=O)C(C)C)ccc1NC(=O)c1ccco1 | -21.7% | 0.0 | 18.4% | 3.4% | -1.6% | / | i | 9.0 | -32.1%
